Compound activity as filed in PubChem.
HEK cytotox – HEK 293 cell cytotoxicity. 94,000 tested, 6.6% active. Potency, µM (highest dose often 115 µM), for the others: top-dose activity change, negative = cytotoxicity, most hits filed as inhibitors. HEK 293 viability, ATP luminescence (CellTiter-Glo), 48-72 h; also: potency is read from the fitted curve at half-maximal effect; nearly all actives have a fitted effect of over 60% in size
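Luminescence from cellular ATP, measured with CellTiter-Glo, indicates HEK 293 viability. Cells plated at 250 cells/well are treated with compound for 48 or 72 hr at 37 degree Celsius before reagent addition.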
HEK293 viab – counter-screen for SNCA expression inhibitors: cell viability. 150,000 tested, 0.12% active. AID 1671193. HEK-293-SNCA-luc viability, GF-AFC fluorescence, 24 h. Potency, µM (top dose mostly 57.1 µM), without a hit: at the highest dose activity change, negative = cytotoxicity, hits mostly cytotoxic;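 also: potency is read from the fitted curve at half-maximal effect; 0% = DMSO-treated cells and -100% = medium-only wells without cells; nearly all actives have a fitted effect of over 30% in size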
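Cytotoxicity counterscreen: after 24 h compound treatment of genome-edited SNCA-luciferase HEK-293 cells, live-cell protease substrate GF-AFC read by fluorescence after 30 min; activity scaled between DMSO (0%) and medium-only (-100%), curves Hill-fitted.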
GPT2 inh – GPT2 alanine aminotransferase inhibition. Recombinant GPT2, coupled pyruvate oxidase/HRP Amplex Red fluorescence. Potency, µM (titrated, usually from 57.7 µM), for the others: at the top dose activity change, negative = inhibition, usual class: inhibitors. 100,000 tested, 0.25% active; also: potency is read from the fitted curve at half-maximal effect; nearly all actives have a fitted effect of over 60% in size; many of its hits are not listed in these tables
Target sequence (Q8TD30 whole entry, looked up): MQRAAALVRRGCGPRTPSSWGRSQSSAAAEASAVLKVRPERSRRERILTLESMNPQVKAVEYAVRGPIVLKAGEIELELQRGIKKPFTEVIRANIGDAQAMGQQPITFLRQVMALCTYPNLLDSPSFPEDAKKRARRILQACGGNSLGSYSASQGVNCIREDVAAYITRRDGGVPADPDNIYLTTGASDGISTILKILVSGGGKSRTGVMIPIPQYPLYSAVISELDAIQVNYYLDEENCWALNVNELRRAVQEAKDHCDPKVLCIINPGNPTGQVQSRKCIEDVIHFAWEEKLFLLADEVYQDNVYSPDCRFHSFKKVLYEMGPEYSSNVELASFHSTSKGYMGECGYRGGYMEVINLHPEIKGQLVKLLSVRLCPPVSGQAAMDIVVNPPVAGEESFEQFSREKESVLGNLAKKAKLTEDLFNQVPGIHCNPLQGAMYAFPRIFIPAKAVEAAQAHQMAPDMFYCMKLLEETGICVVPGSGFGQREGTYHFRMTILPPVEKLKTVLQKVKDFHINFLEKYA
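GPT2 10ng/uL, a-KG 250uM, L-Ala 2mM, HEPES pH7.5 + 0.0001% Tween; 30 min RT. Then Amplex mix (PO/HRP/ThPP), 30 min RT dark, fluorescence. AOA 50uM used as positive control.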
SNCA expr inhib – reduces expression of the alpha-synuclein gene; HEK-293 SNCA-luciferase knock-in, luminescence, 24 h; Potency, µM (doses to about 57.2 µM), for the others: at the highest dose activity change, negative = inhibition, most hits filed as inhibitors; 140,000 tested, 0.17% active; AID 1671194;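 also: potency is read from the fitted curve at half-maximal effect; plate controls were DMSO cells for no effect and cell-free wells for full effect; nearly all actives have a fitted effect of over 45% in size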
NIH3T3 tox – cytotoxic compounds in NIH 3T3 cells; Potency, µM (titrated, usually from 96.7 µM), for inactives: at the highest dose activity change, negative = cytotoxicity, actives largely listed as inhibitors; 94,000 tested, 4.3% active; NIH 3T3 viability, CellTiter-Glo ATP luminescence, 48-72 h; also: potency is read from the fitted curve at half-maximal effect; nearly all actives have a fitted effect of over 55% in size
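Viability of NIH 3T3 cells after 48 or 72 hr compound treatment at 37 °C was assessed by CellTiter-Glo, with luminescence imaged following a 10 min room-temperature step.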
FLuc inh – blocks purified firefly luciferase enzyme activity; P08659; purified P. pyralis luciferase, luminescence, biochemical; Potency, µM (series often up to 115 µM), inactives show at the top dose activity change, negative = inhibition, usual class: inhibitors; 76,000 tested, 2.5% active; also: potency is read from the fitted curve at half-maximal effect; nearly all actives have a fitted effect of over 65% in size
Target sequence (P08659 whole entry, looked up): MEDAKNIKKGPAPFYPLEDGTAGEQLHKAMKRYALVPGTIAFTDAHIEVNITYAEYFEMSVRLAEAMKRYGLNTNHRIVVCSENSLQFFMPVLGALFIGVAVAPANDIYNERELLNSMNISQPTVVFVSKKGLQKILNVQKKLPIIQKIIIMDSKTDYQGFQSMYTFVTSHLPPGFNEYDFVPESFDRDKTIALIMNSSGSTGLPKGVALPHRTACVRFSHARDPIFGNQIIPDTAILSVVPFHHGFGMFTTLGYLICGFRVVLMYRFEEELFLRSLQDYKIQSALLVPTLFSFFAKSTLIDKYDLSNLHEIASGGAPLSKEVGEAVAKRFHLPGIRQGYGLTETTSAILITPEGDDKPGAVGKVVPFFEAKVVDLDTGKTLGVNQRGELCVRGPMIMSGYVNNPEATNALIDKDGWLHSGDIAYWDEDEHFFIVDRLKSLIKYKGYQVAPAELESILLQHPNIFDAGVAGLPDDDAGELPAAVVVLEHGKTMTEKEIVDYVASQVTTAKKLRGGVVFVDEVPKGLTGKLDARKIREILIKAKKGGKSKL
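Purified 10nM P. pyralis luciferase with 10uM D-luciferin and 10uM ATP in 50mM Tris acetate pH 7.5, 10mM Mg acetate, 0.01% Tween-20, 0.05% BSA. qHTS titration; luminescence read by CCD imager.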
IP6K1 inh – IP6K1 kinase inhibition; Q92551; IP6K1 kinase, ADP-Glo luminescence, 2 h; active compounds read low; activity change, % (series mostly up to about 58 µM); 140,000 tested, 0.81% active; in the data active = activity change below about -25%
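ADP-Glo luminescence measures ADP made by human IP6K1 during a 2 h RT reaction with ATP/IP6 (mix at 1.3 mM/130 uM); top library doses 57.5 and 19.1 uM final.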
* marks the source's active call; other numbers are inactive results; i = inactive; ? = inconclusive; / = no result given; & = joins results of further samples; [ ] = dose if it differs, or a comment. Unless noted, calls follow the shape of the dose curve; as a rule, active = well fitted curve in the direction sought with a large enough effect; inconclusive = small, poorly fitted or top-dose-only effect, or another doubt; inactive = no such curve, though single readings can be large; an effect the other way counts as inactive or inconclusive. Unless noted, % is scaled to controls: 0 for no effect and ±100 for the full control effect. Not all compounds are listed. The share of hits here may be higher or lower than overall.

1: COc1cc(/C=C/C(N)=O)cc(OC)c1OC
2: CCCNC(=O)Cc1ccc(N(Cc2cccc(F)c2)C(=O)c2ccco2)cc1
3: Cc1ccc(CN(C(=O)c2ccco2)c2ccc(CC(=O)NCc3ccccc3)cc2)cc1
4: Cc1ccc(CSC2=Nc3ccccc3C3=NC(CC(=O)NCc4ccc5c(c4)OCO5)C(=O)N23)cc1 (stereo not given)
5: COc1ccc(C(=O)NC2CCN(c3cc(-c4ccc(Cl)cc4)[nH]n3)C2)cn1 (stereo not given)
screen / no.	1	2	3	4	5
HEK cytotox	/	-22%	35µM*	/	?
HEK293 viab	5%[23.9 µM]	-7%	-9%	6%	-19%
GPT2 inh	-5%	i	0%	/	?
SNCA expr inhib	-17%[25.6 µM]	4%	-21%	51%[activator]	5%
NIH3T3 tox	/	-27%	?	/	?
FLuc inh	/	-2%	-12%	/	-2%
IP6K1 inh	5	-4	2	43	11

6: COc1cccc(-c2cc(C(=O)N3CCN(Cc4ccccc4)CC3)c3cnn(C)c3n2)c1
7: Cc1ccc(-c2noc([C@@H]3C[C@H](NS(=O)(=O)c4ccc(F)cc4)CN3C)n2)cc1
8: Cn1cccc1CN1CCC2(CC1)Cc1ccccc1NC2=O
9: O=C(c1ccc2c(c1)N(Cc1ccccc1)C(=O)c1ccccc1S2(=O)=O)N1CCc2ccccc21
10: Cc1cc(F)ccc1-n1nnc(C(N)=O)c1C
screen / no.	6	7	8	9	10
HEK cytotox	?	?	-6%[172 µM]	/	/
HEK293 viab	/	-3%[87.6 µM]	-6%[87.6 µM]	4%	-10%
GPT2 inh	/	?	i	/	/
SNCA expr inhib	/	96%[activator][87.6 µM]	30%[87.6 µM]	-2%	1%
NIH3T3 tox	?	?	-14%[138 µM]	/	/
FLuc inh	/	45µM*	1%[172 µM]	/	/
IP6K1 inh	2	-12	-7	-12	-2

11: O=C(NC[C@H]1Cn2c(-c3ccc(Cl)cc3)cnc2CO1)C1CCCC1
12: O=C(Cn1nc2c(cc1=O)CCCCC2)Nc1cccc(N2CCCCS2(=O)=O)c1
13: CCOC(=O)c1ccc(NC(=O)CSc2ccc(-c3sc(C)nc3C)nn2)cc1
14: Cc1ccc(Nc2nc(N)nc(CSc3nc4ccccc4s3)n2)cc1
15: Cc1cc(C)c(OCC(=O)N(Cc2ccc(N(C)C)cc2)Cc2ccco2)c(C)c1
screen / no.	11	12	13	14	15
HEK cytotox	?	-20%	/	/	/
HEK293 viab	-3%[87.6 µM]	-3%	-4%	-2%	?
GPT2 inh	2%[88.5 µM]	i	/	/	/
SNCA expr inhib	5%[87.6 µM]	19%	-2%	110%[activator]	?
NIH3T3 tox	?	-16%	/	/	/
FLuc inh	1%[172 µM]	-14%	/	/	/
IP6K1 inh	6	6	1	-3	32

16: O=C(Nc1ccc(N2CCN(c3ccc(F)cc3)CC2)c(C(=O)O)c1)c1cccs1
17: CC(NC(=O)C1CCN(C(=O)N2CCOc3ccc(Cl)cc32)CC1)c1ccccc1 (stereo not given)
18: Cc1ccc(C(C)C)c(OCCCn2c(=O)oc3ccccc32)c1
19: CCCN(CC1CCOC1)C(=O)c1ccccc1Br (stereo not given)
20: CN(C)Cc1nnc(C2CC(NC(=O)c3cc4ncccn4n3)C2)n1C (stereo not given)
screen / no.	16	17	18	19	20
HEK cytotox	/	/	/	-13%	-4%&-6%
HEK293 viab	13%	2%	2%	4%	8%&2%
GPT2 inh	/	/	/	i	-1%&-15%
SNCA expr inhib	-17%	15%	8%	-1%	9%&11%
NIH3T3 tox	/	/	/	2%	3%
FLuc inh	/	/	/	4%	0%&0%
IP6K1 inh	-27*	7	-5	13	10&14

An excerpt of these results, bar-delimited:
# | compound | HEK cytotox | HEK293 viab | GPT2 inh | SNCA expr inhib | NIH3T3 tox | FLuc inh | IP6K1 inh
12 | O=C(Cn1nc2c(cc1=O)CCCCC2)Nc1cccc(N2CCCCS2(=O)=O)c1 | -20% | -3% | i | 19% | -16% | -14% | 6
13 | CCOC(=O)c1ccc(NC(=O)CSc2ccc(-c3sc(C)nc3C)nn2)cc1 | / | -4% | / | -2% | / | / | 1

(listing goes on)
21: COc1ccc(C(=O)N2CCC(N3C(=O)[C@H](OC)[C@@H]3c3ccncc3)CC2)cc1
22: Cc1ccc2nc(Cl)c3cc(C(=O)N4CCCCC4C)sc3c2c1 (stereo not given)
23: Cc1ccncc1C(=O)N1C[C@@H](Oc2ccccc2)C[C@H]1C(=O)N1CCCC1
24: Cc1csc2nc(COC(=O)COc3ccccc3F)cc(=O)n12
25: Cc1nc2c(C(=O)NCc3ccccc3Cl)cnn2c(C)c1Cc1c(F)cccc1Cl
screen / no.	21	22	23	24	25
HEK cytotox	-20%	/	-8%	/	/
HEK293 viab	-4%	4%	-2%	-4%	9%
GPT2 inh	i	/	-27%	/	/
SNCA expr inhib	5%	20%	-26%	1%	27%
NIH3T3 tox	-18%	/	0%	/	/
FLuc inh	8%	/	-12%	/	/
IP6K1 inh	20	-2	5	-5	5

26: O=C(Cn1ncc2c([nH]c3ccccc32)c1=O)NCC1CCN(Cc2ccc(F)cc2)CC1
27: COc1cc(NC(=O)CSc2nc(-c3cccs3)cc(C(F)(F)F)n2)cc(OC)c1OC
28: O=C(CCC1CCN(C(=O)c2ccccc2)CC1)NCCN1CCCCC1
29: O=C(CSc1nc2ccccc2nc1Cc1ccccc1)N1CCCCC1
30: COc1ccccc1-c1cc2c(ccn2C)c(C(=O)NCCc2ccccn2)n1
screen / no.	26	27	28	29	30
HEK cytotox	/	/	-17%	/	?
HEK293 viab	-5%	?	7%	?	-10%[87.6 µM]
GPT2 inh	/	/	?	/	-30%[88.5 µM]
SNCA expr inhib	3%	12%	4%	-14%	58%[activator][87.6 µM]
NIH3T3 tox	/	/	-2%	/	?
FLuc inh	/	/	0%	/	-9%[172 µM]
IP6K1 inh	-12	7	22	49	-6

31: Cc1ccc(N2CCN(C(=O)c3ccc4c(Cl)c5c(nc4c3)CCCC5)CC2)c(C)c1
32: Cc1ccc(O[C@H]2CCOC[C@H]2NC(=O)C2(Cn3ccnc3)CC2)cn1
33: CC1(C)C(=O)N(Cc2ccccc2)[C@H]2CN(CC3CCOCC3)C[C@H]2[S+]1(=O)[O-]
34: COc1ccc2[nH]c3c(c2c1)CCN(C)C31CCN(C(=O)c2ccncc2)CC1
35: COCCn1c(=O)c(C(=O)N2CCN(c3ncccn3)CC2)nc2cccnc21
screen / no.	31	32	33	34	35
HEK cytotox	/	2%	-1%[172 µM]	-8%	i
HEK293 viab	0%	-5%	3%[87.6 µM]	-1%[12.5 µM]	-3%
GPT2 inh	/	i	1%[88.5 µM]	i	i
SNCA expr inhib	-6%	-22%	-6%[87.6 µM]	68%[activator]	17%
NIH3T3 tox	/	-18%	?	-10%	-8%
FLuc inh	/	1%	0%[172 µM]	0%	/
IP6K1 inh	-12	6	13	2	11

36: COCCOCc1nc(C2CCCCN2C(=O)Nc2cccc(Cl)c2)no1 (stereo not given)
37: CC(=O)N1Cc2ccccc2CC2(CCN(CC3CCOCC3)C2)C1 (stereo not given)
38: COc1ccc(/C=C/c2nc(-c3ccccc3O)n(-c3ccccc3)n2)cc1OC
39: Cc1nc(N=Nc2ccc(C(=O)O)cc2)c(COP(=O)(O)O)c(C=O)c1O
40: O=C(COc1ccccc1)Nc1ccccc1OCc1cc(=O)n2ccccc2n1
screen / no.	36	37	38	39	40
HEK cytotox	-10%	?	/	/	/
HEK293 viab	2%	8%	-5%	-12%	3%
GPT2 inh	i	i	/	-8%	/
SNCA expr inhib	-3%	-8%	5%	5%	-19%
NIH3T3 tox	-32%	-12%	/	/	/
FLuc inh	0%	/	/	/	/
IP6K1 inh	-9	-12	1	/	5

41: COC(=O)CN1C(=O)N(CCc2ccccc2)C2(CCN(Cc3ccccn3)CC2)C1=O
42: CCCc1noc(-c2ccn3c(CNC(=O)c4ccc5[nH]ccc5c4)nnc3c2)n1
43: CC(C)C(=O)N1CCCCCCNC(=O)[C@@H]2C[C@@H](C(=O)NCCc3c[nH]c4ccccc34)C[C@@H]21
44: C1CNC(c2nc(CCOCC3CC3)no2)C1 (stereo not given)
45: C=C1CC[C@H]2[C@@](C)(CCC[C@@]2(C)C(=O)O)[C@@H]1CCC(C)CCO (stereo not given in full)
screen / no.	41	42	43	44	45
HEK cytotox	2%	-28%	?	i	/
HEK293 viab	-5%	-14%	-9%	-4%	2%
GPT2 inh	i	i	i	2%	-6%[27.3 µM]
SNCA expr inhib	-9%	14%	45%[activator]	-5%	/
NIH3T3 tox	4%	-4%	?	2%	/
FLuc inh	13%	-14%	-4%	3%	/
IP6K1 inh	10	21	7	7	19

46: CC(C)c1ccc(S(=O)(=O)N2CCCC(Cn3cnc4cccnc43)C2)cc1 (stereo not given)
47: Cc1cc(-c2nnc3n2CCCCC3)c(C)n1-c1ccccc1
48: CCCc1ccc(C2Sc3ccccc3NC3=C2C(=O)c2ccccc23)cc1 (stereo not given)
49: CNC(=O)c1cccc(-c2cnc(Nc3cccnc3)c3c2CCO3)c1
50: COc1cccc(CCNC(=O)c2c(C)nc3cnccn23)c1
screen / no.	46	47	48	49	50
HEK cytotox	?	/	/	?	-26%[172 µM]
HEK293 viab	3%	5%	?	-7%[87.6 µM]	/
GPT2 inh	5%	i	/	i	/
SNCA expr inhib	7%	2%	?	146%[activator][87.6 µM]	/
NIH3T3 tox	?	/	/	?	?
FLuc inh	-5%	/	/	25µM*	/
IP6K1 inh	1	/	8	-17	15

51: CN(C)C(=O)c1cn2cc(-c3cccc(C(F)(F)F)c3)sc2n1
52: COc1cccc(C(=O)N2CCC3(CC2)NC(=O)CC3C(=O)O)c1OC (stereo not given)
53: C1CC(N2CC(OCC3CC3)C23CCOCC3)CCN1 (stereo not given)
54: COc1ccccc1C(O)c1nc(Nc2ccc(C(F)(F)F)cc2)n[nH]1 (stereo not given)
55: CCCNC(=O)N1C[C@@H](Oc2ccccc2)C[C@H]1C(=O)N1CCOCC1
56: COc1ccc(-c2cc(N3CCN(C(=O)Cc4ccccc4Br)CC3)n[nH]2)cc1
57: COc1ccc(S(=O)(=O)N2CCc3c(C(=O)NCc4cccc(F)c4)cccc32)cc1
58: COc1ccc(OC)c(C2c3c(-c4ccc(Br)cc4)n[nH]c3C(=O)N2c2ccc(Cl)cc2)c1 (stereo not given)
screen / no.	51	52	53	54	55	56	57	58
HEK cytotox	-23%[172 µM]	-5%	-28%	89µM*	-1%	?	?	/
HEK293 viab	-6%[87.6 µM]	1%	0%	-8%[87.6 µM]	-14%	-14%	-6%	?
GPT2 inh	-10%[88.5 µM]	-6%[11.5 µM]	-6%	2%[88.5 µM]	-17%	3%	-22%	/
SNCA expr inhib	64%[activator][87.6 µM]	7%	1%	-22%[87.6 µM]	-20%	-5%	0%	?
NIH3T3 tox	-3%[138 µM]	i	3%	?	-7%	?	-25%	/
FLuc inh	/	1%	-2%	4%[172 µM]	-2%	-16%	10%	/
IP6K1 inh	-5	18	-7	3	4	9	-10	-1
